# FLuc inhib CS: firefly luciferase enzyme inhibitors, primary screen, artefact control for luciferase-based inhibitor screens, biochemical, luminescence, ATPLite; Luciferin 4-monooxygenase (Photinus pyralis), P08659; 200,000 tested, 1.5% active; AID 1006, 2008; 10 min; inhibition, % at 10 µM;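 active = inhibition above about 50% when tested at 10 µM, limit read from the data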
# Target sequence (P08659 whole entry, looked up): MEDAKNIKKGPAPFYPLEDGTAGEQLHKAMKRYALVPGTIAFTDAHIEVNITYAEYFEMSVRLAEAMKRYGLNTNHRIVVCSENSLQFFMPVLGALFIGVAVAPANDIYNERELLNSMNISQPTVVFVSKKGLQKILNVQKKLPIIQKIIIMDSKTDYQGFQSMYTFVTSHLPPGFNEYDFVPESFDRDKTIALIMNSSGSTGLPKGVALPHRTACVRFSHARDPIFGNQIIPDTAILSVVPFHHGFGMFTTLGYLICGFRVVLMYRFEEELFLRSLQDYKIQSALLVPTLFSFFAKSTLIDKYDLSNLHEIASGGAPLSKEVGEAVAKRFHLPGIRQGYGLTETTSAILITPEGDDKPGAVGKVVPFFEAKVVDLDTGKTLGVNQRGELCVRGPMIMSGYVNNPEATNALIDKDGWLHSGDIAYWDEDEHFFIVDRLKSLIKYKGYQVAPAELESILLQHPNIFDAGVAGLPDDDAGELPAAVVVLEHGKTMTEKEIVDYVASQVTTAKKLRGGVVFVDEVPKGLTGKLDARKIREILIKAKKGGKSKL
# G6PDH counter: L. mesenteroides G6PDH inhibitors, counter-screen for G6PDH-coupled screening assays, biochemical, Leuconostoc mesenteroides enzyme. Purified L. mesenteroides G6PDH, diaphorase/resazurin coupled fluorescence, 45 min. inhibition, % at 5 µM. 200,000 tested, 0.12% active; in the data active = inhibition above about 50%
# FLuc act counter: FLuc activators, initial screening, artefact control for FLuc-dependent activation tests, biochemical, ATPlite luminescence; Luciferin 4-monooxygenase (Photinus pyralis), P08659; ATPlite luciferase biochemical, 10 min; 0 = ATP-free wells, 1 = DMSO control; activation factor at 10 µM; 200,000 tested, under 10 active; AID 1027, 2008;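 active = luciferase activation factor, scaled between plate controls, of at least 2 with compound at 10 µM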
#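 System: Luciferase/luciferin detection reagent, cell-free biochemical luciferase assay | Medium: PBS buffer for ATP | Dosing: Test compounds dosed from 2 mM stocks in 100% DMSO | Timing: 10 min at ambient temperature | Signal: Luminescence measurement of luciferase light output | Evaluation: Luciferase activation, seen as luminescence increase over controls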
# APP 5UTR inh: inhibitors of APP translation via 5'UTR reporter, primary screen, APP 5'UTR luciferase, SH-SY5Y cells | 190,000 tested, 0.82% active | inhibition, % at 2 µM | SH-SY5Y APP 5'UTR-luciferase reporter, luminescence;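 active = inhibition above a set limit, derived from the sample mean plus 3 SD, cut at about 45% in these data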; note: values of inactives mirror those of a sister screen read the other way
# Diaph inh CS: diaphorase inhibitors and chemical oxidizers, primary screen, counter-screen for diaphorase-coupled primary assays, biochemical, uHTS, resorufin fluorescence | diaphorase resazurin-to-resorufin fluorescence, NADH, 16 min; bacterial (C. kluyveri) enzyme, not human | inhibition, % at 20 µM | 190,000 tested, 0.69% active;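 active = primary screen inhibition at 20 µM above a set limit, cut at about 50% in these data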;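 note: plate controls were DMSO with full reaction for no effect and wells lacking NADH for full effect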
#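 Test system: Clostridium kluyveri diaphorase enzyme / Quantity: diaphorase at 0.14 U/mL in enzyme working solution / Incubation: 16-min room-temperature incubation before reading / Benchmarks: NADH-free wells as positive control, DMSO-only neutral wells / Signal: resorufin fluorescence 544/590 nm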
# Diaphorase act: compounds boosting diaphorase resazurin reduction – biochemical, uHTS, resorufin fluorescence, counter-screen for diaphorase-coupled primary assays, primary screen; AID 1229, 2008; 190,000 tested, 0.005% active; activation factor at 20 µM; Diaphorase/resazurin coupled assay, 16 min; stronger effect = higher value; 1 = vehicle wells, 0 = NADH-free wells;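 active = diaphorase activity raised at least twofold by the compound at 20 µM; inactive = activation factor below 2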
#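 Test system: Clostridium kluyveri diaphorase, purified enzyme. Buffer or medium: 50 mM HEPES pH 7.4 buffer plus MgCl2 and Tween 20. Also added: 0.114 mM NADH and 0.1 mM resazurin, final amounts. Dosing: compound 20 µM once, DMSO 1%. Schedule: 16 min enzyme reaction, ambient temperature. Detection: fluorescence of resorufin, 544 nm excitation, 590 nm emission.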
# TLR4-MyD88 BLA: inhibitors of TLR4-MyD88 association in cells, primary screen, cell-based, HeLa CL3-4, BLA complementation, FRET ratio; Toll-like receptor 4 (Homo sapiens) + Myeloid differentiation primary response protein …; HeLa CL3-4 TLR4/MyD88 BLA complementation; inhibition, % at 8.4 µM; 200,000 tested, 0.18% active; AID 861, 2007; in the data active = inhibition above about 25%;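 note: 0% = vehicle and 100% = reference inhibitor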
# APP 5'UTR act: activators of APP 5'UTR luciferase reporter, primary screen, SH-SY5Y cells; SH-SY5Y APP 5'UTR luciferase reporter, luminescence; zero percent = DMSO vehicle wells; activation, % at 2 µM; 190,000 tested, 1% active; AID 1276, 2008;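 active = activation above a set limit, based on mean plus 3 SD of controls, cut at about 140% in these data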; note: values of inactives mirror those of a sister screen read the other way
# NF-kB expr up: activators of NF-kB expression in neurons, primary screen, cell-based, HTS | 190,000 tested, 1.6% active | human neuronal cells, NF-kB reporter expression; stronger effect = higher value | fold change at 12.5 µM | AID 1239, 2008; in the data active = fold change above about 3.3
# STAT1 act: STAT1 signaling activators, primary screen, cell-based, HTS, luciferase reporter; NIH 3T3 STAT1-luciferase reporter, IFN-gamma, luminescence; 100% = IFN-gamma alone, no compound; 200,000 tested, 2.6% active; activation (% of control), % at 5.5 µM; AID 932, 2007;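 active = activation above the screen-wide mean activation plus 3 SD, cut at about 130% in these data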;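 note: raw ratio to IFN-gamma control signal so 100% means no change and 0% no light; values of inactives mirror those of a sister screen read the other way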
# Active calls of the source: *; x = not tested or not shown.
SMILES,FLuc inhib CS,G6PDH counter,FLuc act counter,APP 5UTR inh,Diaph inh CS,Diaphorase act,TLR4-MyD88 BLA,APP 5'UTR act,NF-kB expr up,STAT1 act
Cc1cccn2c(=O)c3c(nc12)N1CCC(Cc2ccccc2)CC1C1(C3)C(=O)N(C)C(=O)N(C)C1=O (configuration not stated),-4,7,1,4,10,0.9,-4,-4,0.66,86
c1ccc(C2OCCN3CCCCC23)cc1 (configuration not stated),3,13,1,2,1,1,-1,-1,1,108
COc1ccc(OCC(=O)N2CCN(Cc3ccc(SC)cc3)CC2)cc1,-3,12,1,0,x,x,8,0,1,103
CC1CCC(NCC(O)c2ccccc2)CC1 (configuration not stated),-5,10,1.1,5,1,1,2,-5,1.1,105
COc1ccccc1N1CCN(Cc2cccc(OC)c2O)CC1,-6,8,1.1,1,11,0.9,2,-1,1.1,99
Cc1cc(C(=O)NP(=O)(N2CCOCC2)N2CCOCC2)c(C)n1C1CC1,-4,5,1,-12,-5,1.1,4,12,1,104
CN1C2CCC1CC(=NO)C2,-10,2,1.1,-4,4,1,-2,4,0.91,102
CCN(CC)CCOC(=O)c1ccc(N=Cc2c(O)[nH]c(=O)[nH]c2=O)cc1,1,-1,1,-12,8,0.9,-4,12,1.3,93
CCCCn1c(O)c(C(C)=NCc2cc(OC)cc(OC)c2)c(=O)[nH]c1=O,-6,7,1.1,-1,22,0.8,3,1,0.76,101
COc1cccc(C(=O)C2CN(C)CC2c2ccc(Cl)cc2)c1 (configuration not stated),-5,7,1.1,-2,-2,1,-4,2,1.7,92
COc1ccc(C(=O)C2CCCN(Cc3cnc(C)s3)C2)c(OC)c1 (configuration not stated),-6,11,1.1,6,11,0.9,-12,-6,0.81,91
O=[N+]([O-])c1cc2c(cc1CNCCc1ccc3c(c1)OCO3)OCO2,4,6,1,-15,20,0.8,3,15,1.2,100
CC1CCN2c3nc4ccccn4c(=O)c3CC3(C(=O)N(C)C(=O)N(C)C3=O)C2C1 (configuration not stated),-3,5,1,11,14,0.9,1,-11,1,102
Nc1c(C(=O)NCc2ccco2)c2nc3ccccc3nc2n1CCN1CCOCC1,-7,7,1.1,13,22,0.8,-1,-13,0.77,104
CCOCCCNC(=O)CN1C2CCC1CC(O)(c1ccc(OC)cc1)C2 (configuration not stated),-5,4,1,-14,26,0.7,1,14,1.1,107
Oc1ccc(/C=N/NP(=S)(c2ccccc2)c2ccccc2)c(O)c1O,-6,15,1.1,16,49,0.5,8,-16,1.2,98
CCCCCCCSc1cc(OC)c(CCN(C)C)cc1OC,-4,5,1,-8,-24,1.2,8,8,0.84,104
Cn1c(O)c(C(=O)c2ccccc2Cl)c(=O)n(C)c1=O,-2,12,1,9,-11,1.1,14,-9,1.1,102
COc1ccc(N2C(=O)NC(=O)/C(=C/c3ccc4c(c3)Cc3ccccc3-4)C2=O)cc1,1,5,1,-5,6,0.9,-14,5,1.3,109
CCCCN1C(=O)/C(=C\c2ccco2)C(=O)N(CCc2ccccc2)C1=O,-13,2,1.1,-2,14,0.9,5,2,1.2,104
COC(=O)[C@@]1(Cc2ccc(F)cc2)[C@H]2c3cc(C(=O)N(C)C)[nH]c3C[C@H]2CN1C(=O)c1ccccc1,-5,23,1,-8,15,0.8,-7,8,0.81,96
CCCCn1c(N)c(C(=O)OCC2CCCO2)c2nc3ccccc3nc21 (configuration not stated),3,24,1,2,14,0.9,-9,-1,0.5,88
OC(c1ccc(F)cc1)(c1ccc(F)cc1)[C@@H]1CCCN1,-6,1,1.1,-12,20,0.8,-13,12,0.99,102
CCOC(=O)c1cc(C)n(CCc2cnc[nH]2)c1C,-1,7,1,-17,-3,1,-15,17,1.4,107
O=C1NC(=S)NC(=O)C1C/C=C/c1ccccc1,-11,5,1.1,1,22,0.8,0,-1,1.1,91

# Further records:
SMILES,FLuc inhib CS,G6PDH counter,FLuc act counter,APP 5UTR inh,Diaph inh CS,Diaphorase act,TLR4-MyD88 BLA,APP 5'UTR act,NF-kB expr up,STAT1 act
CC1(C)C(C(=O)NCc2ccco2)C1(C)C,-3,4,1,-8,17,0.8,-2,8,1.4,99
N#CCCn1cc(C(=O)Nc2ccc(F)cc2)c(-c2ccc([N+](=O)[O-])cc2)n1,-4,5,1,12,12,0.9,-27,-12,0.85,93
CC(=O)OC1(c2ccccc2)CCN(C2CCCCC2)CC1C (configuration not stated),-8,4,1.1,-7,19,0.8,-9,7,1.2,103
O=C(Nc1ccccc1)N1CC2CC(C1)c1cccc(=O)n1C2 (configuration not stated),-10,4,1.1,-5,9,0.9,-7,5,1.3,100
C#CCOCOCC#CCN(CC)CC,-3,5,1,-1,6,0.9,-5,1,1.2,93
O=C(Nc1ccncc1)c1cccn(Cc2ccccc2)c1=O,-3,-5,1,-10,-1,1,-5,10,0.95,87
O=C(CN1CCCCC1)c1cccc(Br)c1,0,-6,1,-7,13,0.9,-1,7,1.4,103
CC(=NCCCO)c1c(O)n(Cc2ccccc2)c(=O)[nH]c1=O,-4,5,1,-7,0,1,0,7,1,95
CN(C)c1ccc(C=C2C(=O)NC(=O)NC2=O)cc1[N+](=O)[O-],5,14,1,5,2,1,5,-5,1.3,105
C[C@H]1CCC[C@@H](O)CCC/C=C/c2cc(O)cc(O)c2C(=O)O1,-7,8,1.1,3,4,1,-2,-3,1.3,108
COc1cccc(-n2c(/C=C/c3ccc(O)c(O)c3)nc3ccccc3c2=O)c1,2,26,1,22,69*,0.3,10,-22,0.41,81
C(#CCN1CCOCC1)COCC#Cc1ccccc1,-2,-20,1,-7,14,0.9,13,7,1.1,106
O=C(C(=O)N1CCOCC1)c1cn(Cc2c(F)cccc2Cl)c2ccccc12,-4,8,1,-20,2,1,-3,20,1.1,103
c1cncc(CNC2=NCCC2)c1,-4,0,1,15,0,1,-4,-15,1.2,95
CCN(CC)P(=O)(/C=C(\Cl)c1ccccc1)/C=C(\Cl)c1ccccc1,-4,11,1,7,1,1,-13,-7,1.3,102
CCCNc1oc(-c2cccc3ccccc23)nc1C#N,5,7,0.9,-19,8,0.9,4,19,1.4,106
Cc1cccc(C)c1NC(=O)CN(C)CC(=O)Nc1ccc(C#N)c(Cl)c1,4,13,1,7,11,0.9,-30,-7,0.74,96
CCOc1ccc2nc(N=Nc3c(O)[nH]c(=S)[nH]c3=O)sc2c1,16,-8,0.8,-2,23,0.8,4,2,1.4,105
O=C1NC(=O)N(Cc2cccs2)C(=O)/C1=C/c1ccc(N2CCOCC2)cc1,-5,6,1,-4,11,0.9,-2,4,1.2,107
CC(C)NC(=O)Cn1cc(C(=O)c2ccccc2F)c2ccccc21,-7,4,1.1,-10,4,1,-4,10,0.97,94
COc1ccc(C(=O)CN2CCCCC2)cc1,-2,2,1,8,9,0.9,-1,-8,1.3,92
CC(=O)Nc1cc(C(=O)N2CCC3(CC2)OCCO3)ccc1Sc1ccc(F)cc1,-5,8,1,1,-14,1.1,3,-1,1.1,93
C=CCn1c(O)c(C(C)=NCCCO)c(=O)[nH]c1=O,-5,26,1,-11,11,0.9,-8,11,0.93,96
Cn1c(O)c(C(=O)c2ccccc2)c(=O)n(C)c1=O,-9,-16,1.1,-6,10,0.9,1,6,0.47,102
CCCC(C)C(=O)NC1CCSC1=O (configuration not stated),-4,4,1,-15,7,0.9,-8,15,1.1,87

# 5 of the compounds above, with values under each structure.
# Each structure is followed by: FLuc inhib CS	G6PDH counter	FLuc act counter	APP 5UTR inh	Diaph inh CS	Diaphorase act	TLR4-MyD88 BLA	APP 5'UTR act	NF-kB expr up	STAT1 act
N#CCCn1cc(C(=O)Nc2ccc(F)cc2)c(-c2ccc([N+](=O)[O-])cc2)n1
→ -4	5	1	12	12	0.9	-27	-12	0.85	93
CCCNc1oc(-c2cccc3ccccc23)nc1C#N
→ 5	7	0.9	-19	8	0.9	4	19	1.4	106
C(#CCN1CCOCC1)COCC#Cc1ccccc1
→ -2	-20	1	-7	14	0.9	13	7	1.1	106
CCN(CC)P(=O)(/C=C(\Cl)c1ccccc1)/C=C(\Cl)c1ccccc1
→ -4	11	1	7	1	1	-13	-7	1.3	102
C#CCOCOCC#CCN(CC)CC
→ -3	5	1	-1	6	0.9	-5	1	1.2	93

# The main list resumes with the 3 entries that preceded the break.
SMILES,FLuc inhib CS,G6PDH counter,FLuc act counter,APP 5UTR inh,Diaph inh CS,Diaphorase act,TLR4-MyD88 BLA,APP 5'UTR act,NF-kB expr up,STAT1 act
C=CCn1c(O)c(C(C)=NCCCO)c(=O)[nH]c1=O,-5,26,1,-11,11,0.9,-8,11,0.93,96
Cn1c(O)c(C(=O)c2ccccc2)c(=O)n(C)c1=O,-9,-16,1.1,-6,10,0.9,1,6,0.47,102
CCCC(C)C(=O)NC1CCSC1=O (configuration not stated),-4,4,1,-15,7,0.9,-8,15,1.1,87
Cc1nn(Cc2ccccc2)c(Cl)c1C(=O)O,-9,1,1.1,-6,8,0.9,4,6,1,108
CCN(CC)C(=O)c1ccc(NC(=O)c2cccc(F)c2)cc1,25,-3,0.7,-32,8,0.9,-2,32,1.4,98
COc1ccc(Cn2c(O)c(/C=N/NC(=O)c3ccccc3O)c(=O)[nH]c2=O)cc1,-4,4,1,-17,35,0.7,-2,17,1.7,94
CC(C)c1ccc(N2C(=O)NC(=O)/C(=C\C=C\c3ccco3)C2=O)cc1,-13,5,1.1,39,9,0.9,12,-39,0.99,88
C#CC(CC)(CC)NC(=O)Nc1ccc(OCC)cc1,-1,2,1,0,23,0.8,2,0,0.87,99
CC1CC2(O)c3no[n+]([O-])c3CCC2N1O (configuration not stated),-11,13,1.1,12,8,0.9,-13,-12,1.1,102
CCc1ccccc1N1C(=O)CC(=O)NC1=O,-7,-3,1.1,-12,2,1,-9,12,1,87
CC(=NCCN1CCCCC1)c1c(O)n(-c2ccc(Cl)cc2)c(=O)[nH]c1=O,-2,0,1,3,9,0.9,7,-3,1.3,105
Cc1ccc(CN2CCN(CC(=O)N3CCC4(CC3)OCCO4)C2=O)cc1,-1,-1,1,14,2,1,-5,-14,1.4,102
Fc1ccccc1CNC1CN2CCC1CC2 (configuration not stated),-10,10,1.1,2,13,0.9,6,-2,0.94,106
C=Cc1ccc(Cn2c(C(=O)O)c(C=O)c3ccccc32)cc1,-2,11,1,6,3,1,2,-5,1.1,100

# These rows are one share of the data; the hit share may differ from the screen's.
